# Source: PubChem
# FBPA coupling cs: coupling enzyme interference in Giardia aldolase counter-screen | coupling enzyme system counterscreen, AmpLite Red fluorescence | activity change, negative = inhibition, % at 58.2 µM, hits read low | actives 0.67% (n = 290,000) | AID 2472; in the data active means activity change below about -30%; further: on the % scale 0 is the no-effect control and ±100 the full control effect
#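 Counterscreen lacking aldolase: glyceraldehyde-3-phosphate coupling-enzyme reagent preincubated 10 min at RT with compound (at 57.5 uM final), then substrate/coupling system with AmpLite Red added; fluorescence read at 525/598 nm after 20 min RT.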
# Giardia killer: kills Giardia lamblia; activity change, % at 7.66 µM, hits read low; Giardia lamblia trophozoite viability; actives 0.15% (n = 340,000); in the data active means activity change below about -80%; inconclusive means between about -30% and that limit;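 further: parasites exposed to compound for two days anaerobically before the ATP read; on the % scale 0 is the no-effect control and ±100 the full control effect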
#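 Killing of trophozoites was scored by loss of ATP luminescence after a 48 hrs anaerobic exposure to compounds at 37 deg C, using 100 cells per well.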
# Gal4-VP16 FLuc: inhibits Gal4-VP16 luciferase reporter, ROR gamma counter-screen. Drosophila S2 Gal4-VP16 UAS-luciferase, luminescence, 20 h. Potency, µM (doses to about 53.6 µM), for the others: top-dose activity, negative = inhibition, actives largely listed as inhibitors. actives 3.5% (n = 310,000);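 further: Gal4-VP16 expression switched on by copper sulfate through the metallothionein promoter; potency means the concentration at half of the fitted maximal effect; on the % scale 0 is the no-effect control and ±100 the full control effect; nearly all actives have a fitted effect of over 50% in size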
# uPA generation: blocks generation of uPA at the cell surface; cell surface uPA generation assay, qHTS; Potency, µM (highest dose often 38.3 µM), without a hit: top-dose activity change, negative = inhibition, usual class: inhibitors; actives 0.31% (n = 330,000); AID 540303; active means well fitted inhibition curve with a large enough effect; inconclusive means small, poorly fitted or top-dose-only effect; inactive means no such curve, though single readings can be large or run the other way; tested in mouse RAW 264.7 cells; further: potency means the concentration at half of the fitted maximal effect; on the % scale 0 is the no-effect control and ±100 the full control effect; nearly all actives have a fitted effect of over 55% in size
# ELG1 genotoxic: genotoxicity induction in ELG1-luciferase HEK293T cells | HEK293T ELG1-luciferase reporter, luminescence, 16 h | Potency, µM (series often up to 46 µM), for inactives: top-dose activity change, positive = activation, usual class: activators | actives 1.3% (n = 330,000) | AID 504466; further: potency means the concentration at half of the fitted maximal effect; % of control where 0% means no effect; nearly all actives have a fitted effect of over 60% in size
#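 HEK293T cells expressing luciferase-tagged ELG1 were exposed to compound or DMSO vehicle for 16 hr at 37 °C and 5% CO2. Luciferase activity was then measured with ONE-Glo after 30 min at room temperature.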
# NPC1 prom act: activates the NPC1 promoter. Huh7 NPC1 promoter luciferase reporter, 24 h. Potency, µM (titrated, usually from 9.22 µM), for inactives: at the highest dose activation, hits mostly activators. actives 2.4% (n = 320,000). AID 485313;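 further: potency means the concentration at half of the fitted maximal effect; % of control where 0% means no effect; nearly all actives have a fitted effect of over 60% in size; reporter is driven by a mutant NPC1 promoter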
#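 Huh7 cells stably carrying NPC1 promoter–luciferase, plated in Opti-MEM with 10% FBS for 2 h, were exposed to compound in DMSO for 24 h at 37 °C; luciferase reagent was added for 10 min and luminescence read.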
# KCNH2 3.1 inh: KCNH2 3.1 (human) potassium channel inhibition | actives 0.95% (n = 340,000) | U2OS KCNH2 3.1, thallium flux FluxOr; stronger effect = lower value | activity change, % (tested at about 1.8 µM);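 active means maximum activity change below -70%; inconclusive means maximum activity change from -70% to -50%; inactive means maximum activity change above -50%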;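 further: thallium influx rate constant from kinetic fluorescence after stimulation buffer; on the % scale 0 is the no-effect control and ±100 the full control effect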
#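 Channel expression came from 3.1 mutant virus (1.77 x 10^8 /mL) applied to suspended U2OS cells for 4 h. Flux was tracked with FluxOr dye plus Red40 quencher, and kinetic rate constants normalized to controls.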
# RORg inh: inhibitors of mouse ROR gamma transcriptional activity. Drosophila S2 Gal4-RORgamma UAS-luciferase reporter, 20 h. Potency, µM (highest dose often 53.6 µM), without a hit: top-dose activity change, negative = inhibition, actives largely listed as inhibitors. actives 5.4% (n = 310,000). AID 2551; further: potency means the concentration at half of the fitted maximal effect; on the % scale 0 is the no-effect control and ±100 the full control effect; nearly all actives have a fitted effect of over 60% in size
# Target sequence (P51450 whole entry, looked up, the tested form may be a part): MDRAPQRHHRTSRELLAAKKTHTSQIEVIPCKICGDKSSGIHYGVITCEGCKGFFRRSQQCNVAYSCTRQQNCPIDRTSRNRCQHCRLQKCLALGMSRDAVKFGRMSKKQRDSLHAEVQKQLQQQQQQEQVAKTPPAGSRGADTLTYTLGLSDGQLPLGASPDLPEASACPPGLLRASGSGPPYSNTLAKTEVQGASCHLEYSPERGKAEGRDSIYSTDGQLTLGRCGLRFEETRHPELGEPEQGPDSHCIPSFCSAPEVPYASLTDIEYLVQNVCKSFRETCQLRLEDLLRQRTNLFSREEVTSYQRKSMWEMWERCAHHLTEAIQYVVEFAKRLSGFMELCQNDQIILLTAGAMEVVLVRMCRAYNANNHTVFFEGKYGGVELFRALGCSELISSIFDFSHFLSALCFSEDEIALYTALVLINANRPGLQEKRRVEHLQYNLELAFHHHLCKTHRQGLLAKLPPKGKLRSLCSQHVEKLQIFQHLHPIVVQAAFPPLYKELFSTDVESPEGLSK
#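 Luciferase reporter read in Schneider cells carrying Gal4-RORγ (mouse) and UAS-Photinus luciferase; cells given compound 1 h before 700 uM copper sulfate induction, then incubated 20 h at ambient temperature.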
# Rab9 prom act: Rab9 promoter activation | Huh7 Rab9 promoter-luciferase reporter, luminescence, 24 h | Potency, µM (doses to about 9.22 µM), without a hit: at the top dose activation, negative = inhibition, most hits filed as activators | actives 2.8% (n = 320,000); further: potency means the concentration at half of the fitted maximal effect; % of control where 0% means no effect; nearly all actives have a fitted effect of over 60% in size
#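 Steps: seed 1500 Huh7 Rab9-luc cells per well, rest 2 h at 37 °C; add compound in DMSO; incubate 24 h; add luciferase reagent, 10 min ambient; read luminescence.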
# Tb PFK inh: inhibitors of T. brucei phosphofructokinase; O15648; actives 0.17% (n = 330,000); T. brucei PFK, ADP-Glo luminescence; Potency, µM (series often up to 57.5 µM), without a hit: at the top dose activity, negative = inhibition, actives largely listed as inhibitors;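 further: potency means the concentration at half of the fitted maximal effect; 0% = uninhibited 1x PFK enzyme wells and -100% = no-enzyme wells; nearly all actives have a fitted effect of over 60% in size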
# Target sequence (O15648 whole entry, looked up): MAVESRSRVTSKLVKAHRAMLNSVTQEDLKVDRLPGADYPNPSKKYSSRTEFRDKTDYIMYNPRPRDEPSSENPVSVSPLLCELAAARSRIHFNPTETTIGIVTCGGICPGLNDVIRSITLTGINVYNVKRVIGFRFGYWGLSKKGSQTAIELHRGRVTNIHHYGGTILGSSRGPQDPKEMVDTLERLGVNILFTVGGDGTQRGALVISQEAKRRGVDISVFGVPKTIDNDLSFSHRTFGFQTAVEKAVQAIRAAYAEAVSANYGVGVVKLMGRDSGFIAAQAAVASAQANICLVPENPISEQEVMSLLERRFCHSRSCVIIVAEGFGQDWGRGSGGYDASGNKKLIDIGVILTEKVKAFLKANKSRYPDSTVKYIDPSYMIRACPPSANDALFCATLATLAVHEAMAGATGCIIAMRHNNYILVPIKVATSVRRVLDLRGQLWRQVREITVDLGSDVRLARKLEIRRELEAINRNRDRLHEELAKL
#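 Luminescent ADP detection (ADP-Glo, two-step: ATP depletion then ADP-to-ATP conversion for luciferase) reported PFK activity after 45 min room-temperature reaction of 1.25 nM enzyme with 0.5 mM F6P and 0.1 mM ATP at pH 8.0.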
# FLuc modulator: counter-screen for miR-21 project: firefly luciferase inhibitors or activators. actives 6.9% (n = 360,000). P08659. Potency, µM (titrated, usually from 57.5 µM), without a hit: at the highest dose activity change, negative = inhibition, most hits filed as inhibitors. purified FLuc, Km substrates, luminescence inhibition;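 further: potency means the concentration at half of the fitted maximal effect; plate controls were vehicle for no effect and reference inhibitor for full effect; nearly all actives have a fitted effect of over 55% in size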
#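 Biochemical qHTS of compounds, final roughly 60 µM downward over six points, against 10 nM purified firefly luciferase using Km concentrations of substrates (10 uM D-luciferin, 10 uM ATP) in Tris acetate pH 7.5 buffer; luminescence output.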
# Starred values were filed as active, the others as inactive; ? = inconclusive; · = no result given; [ ] = remark or other dose. Unless noted, the call rests on the fitted dose curve; in most records, active means well fitted curve in the direction sought with a large enough effect; inconclusive means small, poorly fitted or top-dose-only effect, or another doubt; inactive means no such curve, though single readings can be large; an effect the other way counts as inactive or inconclusive.
SMILES,FBPA coupling cs,Giardia killer,Gal4-VP16 FLuc,uPA generation,ELG1 genotoxic,NPC1 prom act,KCNH2 3.1 inh,RORg inh,Rab9 prom act,Tb PFK inh,FLuc modulator
CCOC(=O)CNC(=O)CSc1ncnc2c1cnn2-c1ccccc1,7,7,-5%[0.365 µM],1%,0%,1%,-2,-20%,1%,-4%,0%
CCN1CCN(CCCNC(=O)c2ccc3c(=O)n(CCc4ccccc4)c(=O)[nH]c3c2)CC1,1,?,-9%,3%,0%,0%,-11,-7%,1%,2%,-3%
CCc1ccccc1NC(=O)C1CC(c2ccc(F)cc2)=NO1 (stereo unspecified),0,12,-10%,3%,0%,-3%,3,7%,0%,1%,2%
Cc1ncc(CO)c(/C=N/NC(=O)c2cccc(S(=O)(=O)N3CCCC3)c2)c1O,·,17,·,-6%,-15%,-2%,-7,·,-5%,-3%,4%
Cc1ccccc1/C=N/N=C1/NC(=O)CCS1,2,0,20%,0%,10%,16%,14,-34%,1%,0%,?
Cc1cccc(-n2nnnc2SCC(=O)c2cc(C)n(CC3CCCO3)c2C)c1 (stereo unspecified),-2,9,24%,0%,1%,26%,-14,21%,21%,3%,?
COc1cc(C(=O)NCc2nnc(SCC(=O)c3ccc(Cl)cc3)o2)cc(OC)c1OC,·,-10,-7%,-1%,4%,0%,-23,-5%,0%,-1%,-2%
COC(=O)[C@H](CCSC)NC(=O)Nc1cccc(C)c1C,5,-5,-7%,1%,-1%,-4%,5,-1%,1%,0%,1%
CC(Sc1nn(-c2ccc(F)cc2)c(=S)s1)C(=O)c1c(N)n(C)c(=O)n(C)c1=O (stereo unspecified),·,-9,·,1%,?,-4%,-2,·,-2%,1%,1%
COc1ccc(CCn2c(O)c(C=Nc3cccc(F)c3)c(=O)[nH]c2=O)cc1OC,6,-15,-1%,2%,-2%,1%,-2,-5%,-1%,1%,0%
O=C(/C=C/c1ccc2c(c1)OCO2)c1ccccn1,-16,1,?,-9%,?,2.2µM*,-3,?,3.5µM*,-14%,0.34µM*
CC1CCN(C(=O)Cn2cc(C(F)(F)F)ccc2=O)c2ccccc2S1 (stereo unspecified),·,-7,·,10%,0%,·,-4,·,·,1%,·
CC(=O)c1c(N2CCOCC2)[nH]c(-c2ccccc2)nc1=S,0,17,5µM*,4%,-2%,1%,11,1.1µM*,-2%,-1%,-4%
COc1cc(OC)cc(C(=O)OCCNC(=O)Cn2cnc3c2c(=O)n(C)c(=O)n3C)c1,2,·,2%,·,-4%,-2%,·,-11%,-1%,-3%,-1%
O=C(Nc1ccccc1N1CCCC1)c1cc2ccccc2o1,2,-13,-9%,-6%,1%,?,-24,27%,29%,-2%,7.6µM*
CCC(CO)Nc1nc(CN2CCCCC2)nc2scc(-c3ccccc3)c12 (stereo unspecified),8,-1,-7%,-2%,0%,-4%,·,-21%,-6%,-4%,-1%
Cn1/c(=N/N=C/c2ccc([N+](=O)[O-])cc2)sc2ccccc21,1,·,-14%,·,?,24%,·,?,6%,-3%,2.1µM*
CCN(C(=O)CN(C)Cc1c(F)cccc1Cl)c1c(N)n(Cc2ccccc2)c(=O)[nH]c1=O,-4,4,1%,-2%,4%,6%,6,7%,1%,?,0%
Cc1ccc(Nc2ccc(C(F)(F)F)cc2[N+](=O)[O-])cc1,-1,-5,0%,3%,-1%,-11%,-1,16%,-3%,-5%,6%
CC1(C)CC(=O)c2cc(C(=O)NNc3ccccc3)c(=O)n(-c3ccccc3)c2C1,2,-5,-5%,-2%,9%,0%,-17,17%,1%,2%,-4%
CCn1cc(S(=O)(=O)CC(=O)Nc2cc(C)ccc2C)c2ccccc21,0,-14,14%,11%,-5%,0%,-118*,10%,-5%,-1%,1%
COc1cccc(OCCCOc2ccccc2C(C)C)c1,2,-15,-2%,6%,1%,1%,7,1%,-1%,1%,-1%
COc1ccc(/C=C/C(=O)NC(=S)NNC(=O)[C@H]2C[C@@H]2c2ccccc2)cc1OC,8,-6,-9%,3%,-3%[9.26 µM],1%,-8,-41%,-3%,-4%,0%
O=C(NCCCN1CCOCC1)c1cc(Cl)ccc1[N+](=O)[O-],0,-6,0%,1%,0%,1%,3,-13%,0%,-1%,7%
Cc1c(C(=O)N(C)c2ccc(Cl)cc2)cnn1-c1ccccc1,-2,-13,3%,0%,14%,?,9,-8%[1.91 µM],?,0%,?
CNC(=S)c1cc(C(C)(C)C)c(O)c(C(C)(C)C)c1,-2,14,-1%,0%,1%,-2%,9,-33%,-4%,0%,0%
CCc1ccc(CN2C(=O)c3ccccc3C2C(=O)NCC2CCCO2)cc1 (stereo unspecified),-2,4,-4%,2%,0%,1%,1,1%,-8%,-8%,1%
O=C(NCc1ccc2c(c1)OCO2)C1CCCN(S(=O)(=O)c2cccc3nonc23)C1 (stereo unspecified),2,-4,-15%,2%,-1%,-2%,-1,-15%,-4%,6%,10%
O=C(N/N=C/c1cccnc1)c1cc(-c2ccccc2OCc2ccccc2)n[nH]1,-1,28,-15%,-2%,-9%,0%,-42,-12%,-5%,0%,-17%
Cc1ccc(C)n1CCN1CCN(S(=O)(=O)c2ccc(F)cc2F)CC1,-1,-13,1%,-6%,12%,-2%,0,3%,0%,1%,0%
Cc1onc(-c2c(F)cccc2Cl)c1C(=O)N1CCc2ccccc2C1,-1,-11,0%,1%,-4%,20%,-3,3%[10 µM],11%,1%,-2%
COc1ccc(-c2nc3ncccn3c2Nc2ccccc2)cc1,4,-10,9%,7%,-20%,12%,30,-13%,11%,-1%,-1%
Cc1c(NC2=CC(=O)CC(C)(C)C2)c(=O)n(-c2ccccc2)n1C,2,-4,-7%,2%,3%,-4%,-22,3%,0%,-6%,0%
COc1ccc(C(CNC(=O)CN2C(=O)NC3(CCCC3)C2=O)N(C)C)cc1 (stereo unspecified),·,-5,5%,0%,12%,1%,-9,10%,6%,-5%,-10%
CCCCC1CCC(c2ccc(C(N)=O)cc2)CC1 (stereo unspecified),1,-22,3%,10%,2%,-2%,-8,18%,1%,3%,-5%
O=C(NCC1CCCCC1)c1ccco1,1,-4,-5%,·,0%,-1%,9,19%,-2%,9%,0%[2.3 µM]

# Reformatted: entries from further up.
# Every second line gives: FBPA coupling cs	Giardia killer	Gal4-VP16 FLuc	uPA generation	ELG1 genotoxic	NPC1 prom act	KCNH2 3.1 inh	RORg inh	Rab9 prom act	Tb PFK inh	FLuc modulator
> Cc1c(C(=O)N(C)c2ccc(Cl)cc2)cnn1-c1ccccc1
    -2	-13	3%	0%	14%	?	9	-8%[1.91 µM]	?	0%	?
> CNC(=S)c1cc(C(C)(C)C)c(O)c(C(C)(C)C)c1
    -2	14	-1%	0%	1%	-2%	9	-33%	-4%	0%	0%
> CCc1ccc(CN2C(=O)c3ccccc3C2C(=O)NCC2CCCO2)cc1 (stereo unspecified)
    -2	4	-4%	2%	0%	1%	1	1%	-8%	-8%	1%
> O=C(NCc1ccc2c(c1)OCO2)C1CCCN(S(=O)(=O)c2cccc3nonc23)C1 (stereo unspecified)
    2	-4	-15%	2%	-1%	-2%	-1	-15%	-4%	6%	10%

# RORg inh, hit marks shown above.
compound	uPA generation	NPC1 prom act	RORg inh	Tb PFK inh
CC(=O)c1c(N2CCOCC2)[nH]c(-c2ccccc2)nc1=S	4%	1%	1.1µM*	-1%

# Single entries from the entries so far.
# RORg inh result of O=C(NCC1CCCCC1)c1ccco1 = 19%
# KCNH2 3.1 inh result of COc1ccc(C(CNC(=O)CN2C(=O)NC3(CCCC3)C2=O)N(C)C)cc1 (stereo unspecified) = -9
